# HEK293 NOD2/NF-kB: NOD2 signaling inhibitors, cell-based, luminescence, uHTS, HEK293 (AID 1566); HEK293 NOD2/NF-kB luciferase reporter, luminescence; higher % means a stronger effect; 290,000 compounds, 0.63% hits; inhibition, % at 4 µM, or EC50 in µM where a hit was titrated; in the data active = inhibition above about 50%; note: many of its hits are not listed in these tables
# NOD1 inhibition: NOD1 signaling inhibitors, primary screen, cell-based, luminescence, uHTS (AID 1578); NOD1-driven NF-kB luciferase reporter cells, luminescence; higher % means a stronger effect; one-dose inhibition, % at 4 µM; EC50 in µM for titrated hits; 290,000 compounds, 1% hits; in the data active = inhibition mostly above about 36%, no sharp cut-off; inactive = mostly below about 34%;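 note: HEK-293T reporter cells stimulated with the NOD1 agonist gamma-tri-DAP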
# Yfh1-off respiration: enhancers of respiration in Yfh1-depleted yeast, dose response, Friedreich's ataxia, plus single-dose screen (AID 1465); S. cerevisiae Yfh1-off respiration, WST-1 reduction, 72 h; higher fold induction means a stronger effect; one-dose fold induction at 50 µM; EC50 in µM for titrated hits; 220,000 compounds, 0.074% hits;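 active = fold induction of absorbance versus untreated yeast above a set limit, then at least 30% activation at any dose in follow-up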;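 note: activators that raise dye reduction in frataxin-depleted yeast; strong numbers were not always called active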
# Ins promoter up: MIN6 insulin promoter up-regulation. MIN6 insulin promoter-GFP reporter, high-content imaging; active compounds read high. z-score at 5 µM. 190,000 compounds, 0.3% hits. AID 1625;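 active = z-score above 3 at 5 µM with at least 500 cells counted in the well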
# M17LAP inhibition: P. falciparum M17LAP inhibitors, primary screen, biochemical, fluorogenic H-Leu-NHMec substrate, 1536-well (AID 1619); recombinant M17LAP, H-Leu-NHMec fluorogenic kinetic assay; higher % means a stronger effect; inhibition, % at 30 µM; hits with a dose series show IC50 in µM; 220,000 compounds, 0.38% hits;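 active = compound inhibiting the enzyme by more than half at any dose during confirmatory dose-response retesting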;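 note: plate controls were full reaction with DMSO carrier for no effect and no enzyme background for full effect; strong numbers were not always called active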
# Dynein transport: blocks dynein driven cargo transport along microtubules; AID 1381; z-score, hits read low; 220,000 compounds, 0.47% hits; 3617.4 mouse cells, GR-EGFP nuclear translocation imaging; test concentration mostly 20 µM; stimulated with dexamethasone, 1 µM; active compounds read low;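 active = plate z-score of nuclear minus cytoplasmic receptor signal below a set negative limit, without overly bright fluorescence or cell loss, cut at about -3.5 in these data, passing the limit was not always enough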;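 note: z-score of nuclear minus cytoplasmic ring GR-EGFP intensity difference per well; some compounds called inactive have numbers as strong as hits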
#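 Medium: Induction medium lacking tetracycline, stripped serum | Probe or stimulus: 1.0 µM final dexamethasone stimulus | Schedule: 48 h induction, then 1 h compound, then 30 min agonist, 37 °C | Signal: Automated 10x imaging of fixed Hoechst-stained cells | Evaluation: Per-cell GR-EGFP intensity, nucleus versus surrounding cytoplasmic ring, well-averaged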
# bCat nuc transl: modulators of beta-catenin nuclear translocation | 190,000 compounds, 0.3% hits | HeLa beta-catenin nuclear translocation, immunofluorescence imaging | nuclear translocation activity, % at 5 µM;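 active = nuclear translocation activity above 50% at 5 µM, with a well cell count of 50 or more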;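 note: per-cell ratio of nuclear to cytoplasmic median beta-catenin stain intensity; plate controls were DMSO negative control for no effect and GSK-3 inhibitor IX positive control for full effect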
#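 Test system: HeLa cells, endogenous beta-catenin; Compound: single 5 µM dose plus 0.02–20 µM confirmation series; Times: compound exposure 24 h at 37°C; Signal: fluorescence imaging of beta-catenin antibody stain plus DAPI; Read-out: % activation, nuclear-to-cytoplasmic median beta-catenin signal ratio per cell.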
# Autophagy HCS: modulators of autophagy; AID 463193; 190,000 compounds, 0.98% hits; calls only at 10 µM (by protocol); MEF GFP-LC3 puncta imaging; test concentration mostly 10 µM;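 active = percentage of spot-positive cells more than 3 SD above its plate mean, without a fluorescence outlier flag or 80% toxicity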;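 note: spot-positive cell cutoff set from DMSO-treated cells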
# MT stabilize HCS: stabilizes microtubules in HeLa cells; HeLa tubulin immunostaining HCS, 24 h; share of cells brighter than vehicle mean+2SD; % tubulin-high responders, % at 10 µM; 200,000 compounds, 0.83% hits;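 active = plate Z-score above 3 for both tubulin-high and condensed-nucleus cell shares, with cell loss under 80%, at 10 µM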;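 note: anti alpha tubulin signal scored within the nucleus-defined area of each cell; some results filed as inactive read as strong as hits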
# Dynein transport cytoplasmic EGFP: further read-out of Dynein transport, marked with its call; z-score; measured here: cytoplasmic GR-EGFP intensity; active compounds read high
# Dynein transport nuclear GR-EGFP: second read-out of Dynein transport, no call of its own (marks repeat the call); z-score; measured here: nuclear GR-EGFP intensity;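 lower value marks the stronger effect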
# Dynein transport cell count: second read-out of Dynein transport, no call of its own (marks repeat the call); z-score; measured here: cell count per field
# Ins promoter up cell count: also measured in Ins promoter up; calls as there; cell count; measured here: cytotoxicity, nuclei count;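 total cells summed across four imaged fields per well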
# bCat nuc transl cell count 5 µM: second read-out of bCat nuc transl, no call of its own (marks repeat the call); cell count; measured here: cell count, cytotoxicity flag
# MT stabilize HCS Hoechst-high %: second read-out of MT stabilize HCS, no call of its own (marks repeat the call); % Hoechst-high responders; measured here: nuclear condensation Hoechst responders;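 share of cells brighter than vehicle mean plus two SD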
# MT stabilize HCS cytotoxicity %: further read-out of MT stabilize HCS, marked with its call; toxicity, %; measured here: cytotoxicity by cell density;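 0% = mean cell density of plate MIN control wells and 100% = no cells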
# Autophagy HCS cell loss 18 h: also measured in Autophagy HCS; calls as there; toxicity, %; measured here: cell loss, nuclei count;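 cell loss after 18 h compound exposure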
# The depositor's hits bear a star; i = inactive; / = no result given.
SMILES,HEK293 NOD2/NF-kB,NOD1 inhibition,Yfh1-off respiration,Ins promoter up,Ins promoter up cell count,M17LAP inhibition,Dynein transport,Dynein transport cytoplasmic EGFP,Dynein transport nuclear GR-EGFP,Dynein transport cell count,bCat nuc transl,bCat nuc transl cell count 5 µM,Autophagy HCS,Autophagy HCS cell loss 18 h,MT stabilize HCS,MT stabilize HCS Hoechst-high %,MT stabilize HCS cytotoxicity %
COC(=O)CCCC[C@@H]1SC[C@@H](NC(=O)OC)[C@@H]1NC(=O)OC,-11%,-41%,i,/,/,4%,-1.2,-0.18,-0.45,-0.67,4.4,573,i,-10,3.7,1.7,3.6
COc1ccc(O)c(C2=Nc3ccccc3N=C(c3ccco3)C2)c1,-9%,41%,i,-0.01,1558,3%,-0.14,-0.076,-0.072,-0.11,1.2,1330,i,-3,2.5,1.3,5.5
CC(=O)N1c2c(ccc3ccccc23)C(C)CC12CCCCC2 (stereo not given),8%,22%,i,0.12,965,-9%,-0.78,0.041,-0.36,-0.058,-5.6,1113,i,2,1.3,1.5,6.1
COc1cc(C2C(C#N)=C(N)Oc3cc4c(cc32)OCO4)cc(OC)c1OC (stereo not given),-55%,-43%,i,/,/,-3%,-0.19,-0.19,-0.18,-0.73,51*,609*,i,48,9.5,46,44
O=C(C1CCCO1)N1CCN(Cc2c(O)ccc3ccccc23)CC1 (stereo not given),-1%,4%,/,0.21,795,3%,1.1,-0.19,1.1,-0.14,-7.6,1297,i,-1,2.0,0.9,5.3
Cc1ccc(C2=N/C(=C\N(C)C)C(=O)O2)cc1,-44%,-79%,i,-0.3,927,6%,-0.62,-0.21,-0.15,0.025,0.2,1136,i,19,1.6,1.6,7.3
CC1(C)CC(=O)C2=C(C1)c1c(ccc3ccccc13)NC2c1ccc(Br)o1 (stereo not given),-38%,16%,i,/,/,2%,-0.42,4,0.39,0.21,-12,1271,i,16,3.2,2.2,5.4
CCOC(=O)c1sc(NC(=O)CSc2nncs2)c(C(=O)OCC)c1C,29%,-9%,i,-0.91,1079,11%,-0.65,-0.035,-0.26,1,7.1,1360,i,10,7.2,3.3,3.7
Cc1ccc(O)c(C(=O)CC(=O)c2cccc(F)c2)c1,-40%,-20%,i,0.09,1041,8%,0.69,-0.14,1.2,-0.68,0.0,1196,i,-6,5.6,1.1,3.9
CC(=O)Nc1ccc(S(=O)(=O)NC(CC(=O)NCCC2=CCCCC2)C(C)C)cc1 (stereo not given),23%,13%,i,/,/,5%,-0.24,-0.28,0.086,-0.15,/,/,i,-3,5.5,1.8,6.1
COc1ccc(S(=O)(=O)N2CCOCC2)cc1NC(=O)Cc1c(Cl)cccc1Cl,12%,-15%,i,0.06,1342,-2%,-0.63,-0.2,-0.51,0.26,-0.7,913,i,-3,4.4,1.8,3.5
CC1CCCN(CCCNC(=O)C2CC(=O)N(c3ccc(F)c(Cl)c3)C2)C1 (stereo not given),14%,41%,i,-0.1,1627,9%,-0.73,-0.22,-0.32,1.6,-1.3,1348,i,-2,1.7,2.1,9.7
Cc1cc(C)n(-c2nc(C)nc(NCc3ccccc3)n2)n1,-7%,-17%,i,0.37,758,1%,-0.87,-0.0002,-0.14,0.79,-0.7,1039,i,-7,0.6,0.8,5.4
COc1ccc(/C(C)=N/OC/C(O)=C(\C#N)c2nc3ccccc3[nH]2)cc1,-2%,-16%,i,0.77,1512,7%,0.48,-0.17,0.5,-0.56,-0.7,1135,i,15,6.1,1.0,5.1
CCCCOC(=O)Nc1nnc(CCOCC)s1,5%,-13%,i,-0.59,1299,-1%,0.41,-0.22,0.21,0.63,-6.2,1235,i,-5,4.3,1.9,0.2

# Compounds shown so far with a furan ring, fused or not:
SMILES,HEK293 NOD2/NF-kB,NOD1 inhibition,Yfh1-off respiration,Ins promoter up,Ins promoter up cell count,M17LAP inhibition,Dynein transport,Dynein transport cytoplasmic EGFP,Dynein transport nuclear GR-EGFP,Dynein transport cell count,bCat nuc transl,bCat nuc transl cell count 5 µM,Autophagy HCS,Autophagy HCS cell loss 18 h,MT stabilize HCS,MT stabilize HCS Hoechst-high %,MT stabilize HCS cytotoxicity %
COc1ccc(O)c(C2=Nc3ccccc3N=C(c3ccco3)C2)c1,-9%,41%,i,-0.01,1558,3%,-0.14,-0.076,-0.072,-0.11,1.2,1330,i,-3,2.5,1.3,5.5
CC1(C)CC(=O)C2=C(C1)c1c(ccc3ccccc13)NC2c1ccc(Br)o1 (stereo not given),-38%,16%,i,/,/,2%,-0.42,4,0.39,0.21,-12,1271,i,16,3.2,2.2,5.4

# Next part:
SMILES,HEK293 NOD2/NF-kB,NOD1 inhibition,Yfh1-off respiration,Ins promoter up,Ins promoter up cell count,M17LAP inhibition,Dynein transport,Dynein transport cytoplasmic EGFP,Dynein transport nuclear GR-EGFP,Dynein transport cell count,bCat nuc transl,bCat nuc transl cell count 5 µM,Autophagy HCS,Autophagy HCS cell loss 18 h,MT stabilize HCS,MT stabilize HCS Hoechst-high %,MT stabilize HCS cytotoxicity %
N#Cc1c(NC(=O)CSc2ncn(-c3ccccc3)n2)sc2c1CCCC2,17%,-20%,i,-0.48,1221,9%,-0.89,-0.23,-0.59,0.61,-0.9,1205,i,-6,3.5,3.0,6.4
Cc1cc(NC(=O)c2ccco2)ncc1NC(=O)Cc1ccccc1,-13%,-62%,i,-1,1293,14%,-1.6,0.23,-0.31,11,-7.3,1009,i,-12,3.0,1.7,7.7
Cc1ccc(NC(=O)COc2ccccc2)c(NC(=O)c2ccccc2C)c1,/,/,i,/,/,/,-0.56,-0.037,-0.14,0.051,/,/,i,4,0.4,1.9,11
COC(=O)c1ccccc1NC(=O)c1ccccc1N(C)S(C)(=O)=O,9%,-15%,i,-0.44,1188,-6%,0.033,-0.3,-0.066,-0.45,1.0,977,i,-5,2.2,1.3,4.6
Cn1nc(-c2ccccc2)cc1NC(=O)CCCC(=O)O,1%,-3%,i,-0.09,1199,2%,0.046,-0.2,0.052,0.37,2.0,1284,/,/,/,/,/
Cn1ncc(C(N)=O)c1NC(=S)NC(=O)c1ccc(Br)o1,2%,-13%,i,0.21,1266,9%,0.21,-0.12,0.35,-0.33,0.1,1117,i,29,0.2,4.3,13
CCC(=O)Nc1ccc(N2CCN(Cc3ccccc3)CC2)cc1,-2%,-2%,i,0.37,1110,5%,0.034,-0.19,-0.12,0.65,-8.2,948,i,1,0.9,1.2,5.1
CC(=O)Nc1ccc(S(=O)(=O)NCCNc2ccccc2[N+](=O)[O-])cc1,9%,-22%,i,0.68,1083,10%,1.9,0.29,1.5,-0.83,-1.1,1124,i,-1,1.9,2.7,1.9
Cc1ccccc1NC(=O)CSc1nc(N)c2c3c(sc2n1)CSC(C)(C)C3,9%,-20%,i,/,/,-3%,-0.25,-0.24,-0.38,-0.18,-0.8,961,i,1,2.7,3.4,6.2
Cc1cccc(N2C(=O)c3cccnc3C2=O)c1,13%,7%,i,0.04,1229,1%,0.44,-0.25,-0.72,0.98,5.5,1431,i,-6,3.4,1.7,0.8
CN(C)c1ccc(C(=O)n2nnc3ccccc32)cc1,5%,40%,i,0.84,831,44%,0.73,0.41,0.84,-0.62,14,937,i,3,1.3,1.1,6.7
Cn1ncc2c(NNC(=O)c3ccc(O)cc3)ncnc21,7%,-28%,i,-0.63,1289,4%,-0.67,-0.33,0.0062,0.37,-2.1,1057,i,1,4.4,1.5,9.1
COc1ccc(CNC(=O)C(=O)NCCCn2ccnc2)cc1,-10%,-5%,i,1.1,1467,6%,-0.86,-0.31,-0.56,1.2,0.0,1515,i,6,1.0,1.5,5.7
CC(=O)c1c(OCC(=O)O)ccc2c(C)cc(=O)oc12,5%,-6%,i,-0.48,1862,20%,-1.6,0.12,-0.55,-0.016,0.3,1083,i,0,4.0,1.7,12
Cc1ccccc1CSc1ncnc2ccccc12,14%,5%,i,-0.09,1190,1%,0.23,-0.26,0.8,-0.96,-0.7,1053,i,6,3.2,4.6,4.2
CC(=O)NC(Cc1c[nH]c2ccccc12)C(=O)NCc1ccc2c(c1)OCO2 (stereo not given),-1%,-39%,i,0.23,1301,0%,-0.23,-0.26,-0.13,-0.28,0.4,1035,i,0,2.6,0.0,23
COc1ccc(NC(=O)c2ccc(S(=O)(=O)N3CCOCC3)o2)cc1,26%,-8%,i,-0.4,1435,10%,0.19,-0.27,-0.13,0.33,1.6,1169,/,/,/,/,/
C=CCn1c(=O)c2ccccc2n2c(SCC(=O)/C(C#N)=C(\C)N)nnc12,-38%,-13%,i,0.68,1494,-3%,-0.38,-0.03,-0.0049,0.5,-0.9,1156,i,-17,2.4,2.1,8.5
N=c1n(CCc2ccccc2)c2ccccc2n1Cc1ccccc1F,10%,30%,i,-0.75,608,-10%,0.3,-0.071,0.33,-0.78,0.2,768,i,-1,2.2,2.2,4.6
CN(C)CCNc1ncnc2c1cnn2-c1ccc(Cl)cc1,-64%,-33%,i,-1.7,1005,-9%,-0.7,-0.31,-0.16,2.4,/,/,i,11,7.6,2.0,7.5
CC1(C)CN(c2ccc(Br)cc2Br)C1=O,7%,-26%,i,-0.2,1253,-17%,1.6,0.028,1.1,-1.9,-5.5,1136,i,1,4.7,4.5,5.9
Cc1onc(-c2ccccc2)c1NC(=O)N(CCC#N)Cc1cccs1,6%,1%,i,-0.13,1012,11%,0.07,-0.23,0.99,-0.24,-0.4,1290,/,/,/,/,/
CCNC(=S)/N=C(\N)Nc1nc(C)c2cc(C)ccc2n1,-23%,-33%,i,-1.4,1397,0%,2.2,0.59,1.6,-1.7,5.0,843,i,-13,7.6,5.6,2.8

# Screening data as filed in PubChem.

# Only part of the results is shown (hit frequency here may not be typical).
